LYP phosphatase: inhibitors of LYP phosphatase, biochemical, fluorescence intensity, uHTS (AID 1779); recombinant LYP phosphatase, fluorescence intensity; higher % means a stronger effect; inhibition, % at 11.5 µM; hits with a dose series show IC50 in µM; hit rate 0.054% among 290,000;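 also: plate controls were vehicle with enzyme for no effect and no enzyme for full effect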
human PMI inhibitors: human PMI inhibitors, high substrate, primary screen, biochemical, fluorescence intensity, high mannose 6-phosphate (AID 1220); recombinant PMI enzyme, coupled fluorescence intensity; higher % means a stronger effect; one-dose inhibition, % at 20 µM; IC50 in µM for titrated hits; hit rate 0.66% among 190,000
M1AAP inhibition: malaria alanyl aminopeptidase activity blockers – biochemical, fluorogenic H-Leu-NHMec substrate, 1536-well (AID 1445) | recombinant M1AAP, H-Leu-NHMec fluorogenic kinetic assay; higher % means a stronger effect | one-dose inhibition, % at 30 µM; IC50 in µM for titrated hits | hit rate 0.42% among 220,000;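 active = primary inhibition above the hit cutoff, then over 50% inhibition at one or more dose response concentrations, cut at about 23% in these data, passing the limit was not always enough; inconclusive = conflicting primary data, or primary hits not chosen for dose response; inactive = low primary inhibition, or under 50% at every dose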;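 also: plate controls were DMSO full reaction for no effect and no enzyme background for full effect; strong numbers were not always called active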
human PMI inhibition: MPI enzyme activity inhibition – biochemical, fluorescence intensity, coupled assay, primary screen (AID 1209). purified PMI enzyme, coupled fluorescence intensity; higher % means a stronger effect. one-dose inhibition, % at 20 µM; IC50 in µM for titrated hits. hit rate 0.42% among 190,000;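 also: plate controls were DMSO vehicle for no effect and wells lacking substrate for full effect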
WT yeast gro inh: growth inhibition of WT yeast, mitochondrial fusion screen; mitochondrial fusion phenotypic screen, WT strain; AID 1362; hit rate 2.1% among 190,000; inhibition, % at 10 µM; in the data active = inhibition above about 58%; tested in S. cerevisiae
TNAP activation fold: stimulation of alkaline phosphatase TNAP activity – biochemical, luminescent, no phosphate acceptor, uHTS, primary screen (AID 1001); purified TNAP, luminescent activation assay, no phosphate acceptor; higher activation fold means a stronger effect; one-dose activation fold at 20 µM; EC50 in µM for titrated hits; hit rate 0.03% among 200,000; in the data active = activation fold from about 3, or a potency from the dose series; inactive = the rest, 99 in 100 with activation fold below about 1.6; also: many of its hits are not listed in these tables
P. falciparum M17LAP: P. falciparum M17LAP inhibitors, primary screen, biochemical, fluorogenic H-Leu-NHMec substrate, 1536-well (AID 1619); hit rate 0.38% among 220,000; recombinant M17LAP, H-Leu-NHMec fluorogenic kinetic assay; higher % means a stronger effect; inhibition, % at 30 µM, or IC50 in µM where a hit was titrated;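 active = compound inhibiting the enzyme by more than half at any dose during confirmatory dose-response retesting; inconclusive = strong single-dose inhibitors picked by rank but not retested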;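 also: plate controls were full reaction with DMSO carrier for no effect and no enzyme background for full effect; strong numbers were not always called active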
Yfh1-off respiration: enhancers of respiration in Yfh1-depleted yeast, dose response, Friedreich's ataxia, plus single-dose screen (AID 1465); hit rate 0.074% among 220,000; S. cerevisiae Yfh1-off respiration, WST-1 reduction, 72 h; higher fold induction means a stronger effect; fold induction at 50 µM; hits with a dose series show EC50 in µM;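 active = fold induction of absorbance versus untreated yeast above a set limit, then at least 30% activation at any dose in follow-up; inconclusive = repeats straddling the limit, or above it without dose testing; inactive = fold induction below the set limit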;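 also: activators that raise dye reduction in frataxin-depleted yeast; strong numbers were not always called active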
XIAP antagonists: XIAP antagonists, biochemical, IAP family, fluorescence polarization (AID 1018); XIAP BIR domain, fluorescence polarization peptide displacement; higher % means a stronger effect; one-dose displacement, % at 20 µM; IC50 in µM for titrated hits; hit rate 0.007% among 200,000; in the data active = displacement above about 50%; also: a part of the inactive calls stands beside numbers as strong as those of hits
WT yeast gro inh mutant strain: second read-out of WT yeast gro inh, no call of its own (marks repeat the call); inhibition, %; mitochondrial fusion phenotypic screen, mutant strain inhibition
An asterisk follows results filed as active; i = inactive; ? = inconclusive; . = not tested or not shown. Rule as the data show it, unless noted: active = inhibition above about 50%; inactive = the rest.

SMILES	LYP phosphatase	human PMI inhibitors	M1AAP inhibition	human PMI inhibition	WT yeast gro inh	WT yeast gro inh mutant strain	TNAP activation fold	P. falciparum M17LAP	Yfh1-off respiration	XIAP antagonists
CS(=O)(=O)c1ccc2nc(NC(=O)c3ccc(S(=O)(=O)NCC4CCCO4)cc3)sc2c1 (stereo not given)	-2%	-15%	8%	-16%	-10	-3	1	6%	i	-5.3%
N#CCC(CNc1ncc(C(F)(F)F)cc1Cl)OC(=O)c1cccc(C(F)(F)F)c1 (stereo not given)	7%	19%	?	24%	4	-2	1	19%	i	-1.6%
CNCC(=O)Nc1ccc(OC(F)(F)F)cc1	-7%	-2%	-2%	-14%	0	3	1	0%	i	-2.0%
CC(C)c1nnc(NC(=O)c2cc3cc(Br)ccc3oc2=O)s1	3%	.	3%	.	.	.	.	-2%	i	.
COC(=O)c1ccc(NC(=O)CSc2nc(C)cc(=O)[nH]2)cc1	-4%	-2%	6%	2%	-3	-3	1.1	35%	i	-0.2%
COc1ccc(-n2cc(CNCCc3cscn3)c(-c3ccccc3Cl)n2)cc1	-6%	15%	3%	17%	5	-1	1.1	1%	i	-7.9%
O=C(/C=C/Nc1ccc(Nc2ccccc2)cc1)c1cccs1	0%	38%	7%	16%	27	12	0.9	1%	i	.
COc1ccc(C)cc1NC(=O)C(NC(=O)c1cc(OC)c(OC)c(OC)c1)C(C)C (stereo not given)	-6%	5%	-5%	11%	9	-33	1	-8%	i	-5.1%
COc1cc(NC(=S)NC(=O)c2cc(C)cc(C)c2)ccc1NC(=O)c1cccs1	11%	12%	0%	8%	29	8	1	24%	i	-5.4%
O=C(c1cnn(-c2ccccc2)c1)c1ccccc1O	-4%	10%	1%	20%	1	-15	0.9	-6%	i	-6.2%
O=C(O)CCSc1nnc(-c2cccnc2)n1-c1ccccc1	-14%	-6%	4%	-2%	-18	-16	1.1	3%	i	-5.3%
COc1ccc(/C=N/Nc2nc3ccccc3o2)cc1O	-1%	-23%	13%	-15%	8	15	0.8	20%	i	-7.0%
CN(C)S(=O)(=O)c1cccc(CSc2cccc[n+]2[O-])c1	-2%	12%	4%	7%	9	20	1	-2%	.	-13%
COc1ccc(OC)c(C(O)c2nc3ccccc3n2C(C)C)c1 (stereo not given)	4%	0%	3%	1%	-5	-6	1	-2%	i	-10%
FC(F)(F)c1ccc(N2CCOCC2)c(Nc2nc3ccccc3n3cnnc23)c1	4%	16%	-11%	26%	23	2	1	-9%	i	-9.4%
Cc1noc(C)c1C(c1ccccc1)S(=O)(=O)c1ccccc1 (stereo not given)	-2%	1%	3%	-2%	3	5	1.1	13%	i	0.8%
CCOCC(=O)Nc1cc(Cl)c(OC)cc1OC	-8%	9%	-2%	3%	11	11	1.1	-3%	i	-5.1%
COCCCN1C(=O)c2ccccc2C1C(=O)NC1CCCCCC1 (stereo not given)	6%	-7%	-2%	-6%	-1	4	0.9	4%	i	-4.2%
NC(=S)Cc1nc2n(n1)Cc1ccccc1-2	-4%	0%	5%	0%	-7	-36	1.2	-10%	i	-6.2%
CCOC(=O)c1sc2ncnc(NCc3ccco3)c2c1C	-7%	2%	13%	12%	-4	10	1.1	11%	i	-9.4%
Clc1ccc(/C=N/c2c(-c3ccco3)nc3ccccn23)cc1	-2%	19%	9%	18%	15	20	1	0%	i	3.0%
Cc1ccc(Nc2ccc(S(=O)(=O)N3CCOCC3)cc2[N+](=O)[O-])c(C)c1	1%	4%	7%	14%	17	-4	1.1	2%	i	-11%
N#Cc1ccccc1/C=N/Nc1nc(-c2ccccc2)c2cc(Cl)ccc2n1	-2%	10%	11%	11%	-4	-1	1.1	-4%	i	-1.0%
CCOC(=O)c1ccc(NC(=S)NCCCN2CCOCC2)cc1	-6%	6%	-1%	11%	0	-2	1	-8%	i	-8.0%
CCN(CCN(C)C)C(=O)Cn1ncc2c1-c1cc(C)ccc1OC2	-8%	8%	4%	3%	7	5	1.1	-7%	i	-4.7%
Later entries
SMILES	LYP phosphatase	human PMI inhibitors	M1AAP inhibition	human PMI inhibition	WT yeast gro inh	WT yeast gro inh mutant strain	TNAP activation fold	P. falciparum M17LAP	Yfh1-off respiration	XIAP antagonists
c1ccc2c(c1)CCCN2c1nc2ccccc2n2cnnc12	6%	0%	10%	-1%	8	1	0.9	14%	i	-5.8%
COc1nn(C(C)C(=O)N2N=C(C(F)F)CC2(O)C(F)F)cc1[N+](=O)[O-] (stereo not given)	-7%	6%	3%	6%	-8	-5	1.1	-1%	i	-5.9%
Nc1c(C(=O)NCc2ccco2)c2nc3ccccc3nc2n1CCc1ccccc1	-1%	35%	14%	2%	2	-13	1.1	-14%	i	-6.0%
O=C(NC1CCCC1)c1n[nH]c2ccccc12	-5%	-4%	1%	-8%	0	19	0.9	9%	i	-8.4%
Cc1nn(-c2ccccc2)c(C)c1-c1cc(C(=O)N/N=C/c2cccnc2)[nH]n1	0%	0%	9%	1%	-3	3	1.5	-2%	i	-2.3%
Cc1c(C(=O)/C=C/c2cccs2)oc2ccc(F)cc12	1%	-2%	-1%	7%	-7	9	1.1	-7%	i	-2.5%
Cc1ccc(S(=O)(=O)N2CCCCC2)cc1C(=O)N1CCN(c2ccccn2)CC1	-11%	-12%	6%	-11%	-9	0	1	6%	i	-9.6%
O=C(CSc1ccsc1[N+](=O)[O-])N1CCN(c2ccccc2)CC1	2%	0%	22%	4%	-10	0	1.1	1%	i	-4.8%
Cc1ccc(C2N(c3ccccc3)C(=O)N3CCCN23)cc1 (stereo not given)	6%	0%	10%	0%	-7	3	1.1	9%	i	-2.1%
CCC(C)(C(=O)NC1CCCCC1)N(CC1CCCO1)C(=O)c1ccccn1 (stereo not given)	-3%	13%	-1%	20%	-5	-3	1.1	5%	i	-6.1%
COCCCn1[nH]c2c3c(ccc2c1=O)C(=O)c1ccccc1C3=O	2%	14%	6%	14%	14	10	1	26%	i	-5.0%
CCN1C(=O)c2cccc3c(NC(=O)C(C)(C)C)ccc1c23	-2%	12%	14%	14%	-3	-3	1.1	13%	i	-0.2%
OCCNC(=S)Nc1ccc(Oc2ccccc2)cc1	-7%	2%	6%	8%	6	10	1.1	0%	i	-3.0%
O=C(Cc1c[nH]c2ccccc12)Nc1nnc(C2CC2)s1	-8%	3%	-1%	-6%	-3	-19	1	0%	i	-11%
COc1ccc(NC(=O)CCOc2ccccc2)cc1	-2%	6%	4%	7%	2	7	1	4%	i	-4.3%
O=C(O)CCCCCCCCCCCc1ccccc1	0%	-9%	-4%	-10%	47	21	1.2	5%	i	-10%
O=C(Nn1c(SCc2ccccc2F)nc2ccsc2c1=O)c1ccccc1	2%	12%	?	20%	16	3	1.3	-2%	i	-4.2%
C=CCN1C(=O)/C(=C/c2ccc(OCC(=O)O)cc2)S/C1=N/c1nccs1	5%	-10%	7%	-7%	2	7	1	19µM*	i	-0.4%
N#CC1CCCc2c1[nH]c1ccc([N+](=O)[O-])cc21 (stereo not given)	-5%	.	0%	.	.	.	.	-11%	i	.
CSc1nc2ccccc2s1	1%	-4%	1%	-9%	1	-12	1	13%	i	-5.5%
CN(C)c1ccc(N/C=C/C(=O)C(C)(C)C)cc1	-5%	13%	10%	19%	-9	7	1.1	5%	?	-8.3%
OCC(Cc1ccccc1)Nc1c2ccccc2nc2ccccc12 (stereo not given)	3%	-6%	7%	1%	-7	-5	1	-10%	i	-6.0%
CCOc1ccc(N2C(=O)C3C(c4ccccc4)=NN(c4ccccc4)C3C2=O)cc1 (stereo not given)	5%	5%	15%	10%	5	4	1.2	-26%	i	-2.2%
CCCCCC(=O)Nc1ccc2ccccc2c1	3%	36%	-5%	17%	10	-5	1.1	15%	i	-2.1%
CC(C)(C)NC(=O)c1ccc2c(c1)C1C3CCC(C3)C1C(c1ccccc1)N2 (stereo not given)	6%	4%	0%	1%	47	3	1.1	-5%	i	-3.3%
Next section:
SMILES	LYP phosphatase	human PMI inhibitors	M1AAP inhibition	human PMI inhibition	WT yeast gro inh	WT yeast gro inh mutant strain	TNAP activation fold	P. falciparum M17LAP	Yfh1-off respiration	XIAP antagonists
O=C(Nc1ccc(Br)cc1)c1cccn1-c1ncc(C(F)(F)F)cc1Cl	2%	19%	0%	18%	78*	31*	1	9%	i	-4.5%
Cn1c(=NC(=O)CCl)sc2ccccc21	-1%	-4%	-1%	1%	-20	-5	1.1	0%	i	-3.0%
COc1ccccc1OC(=O)CN1C(=O)c2ccccc2C1=O	-2%	-7%	12%	-4%	-1	10	1.1	15%	i	-4.6%
COCCNC(=S)N(CCc1c(C)[nH]c2ccc(F)cc12)Cc1cccs1	0%	5%	-3%	4%	34	3	1	1%	i	-3.0%
CNC(=S)N(Cc1cccs1)Cc1cc2cc(OC)ccc2[nH]c1=O	1%	2%	8%	12%	16	-14	1.1	-15%	i	-4.6%
O=C(Nc1ccccc1C(F)(F)F)c1ccccc1Br	-3%	3%	6%	-14%	-4	-16	1	-7%	i	-1.7%
Nc1csnc1C(=O)O	-4%	-10%	-7%	-15%	-10	-10	1.1	-13%	i	0.1%
Nc1nc2ccccc2n1C(=O)c1ccccc1	-6%	-7%	.	-7%	6	11	1.3	.	i	-12%
O=C(O)c1ccc(Cl)c(S(=O)(=O)Nc2ccc3[nH]c(=O)[nH]c3c2)c1	-10%	.	7%	.	.	.	.	12%	i	.
O=C1C(c2cc(=O)c3ccccc3[nH]2)=C(O)c2ccccc21	-6%	0%	19%	0%	-3	-15	1	15%	i	-1.4%
FC(F)(F)COc1nc(N2CCCCC2)nc(N2CCNCC2)n1	4%	5%	-1%	8%	3	3	0.9	8%	i	0.0%
CCNc1nc(NCC)nc(Oc2ccc(C(=O)OC)cc2)n1	-8%	.	-1%	.	.	.	.	4%	i	.
O=C(Nc1ccccc1)C1=C[C@@H](c2ccc(Br)cc2)C[C@@H](OCc2ccc(CO)cc2)O1	-1%	23%	1%	23%	51	10	1	-2%	i	-5.0%
O=C(Cn1cnc2ccccc21)N/N=C/c1ccccc1	-7%	2%	-4%	0%	2	30	1	8%	i	-5.7%
O=C1c2ccccc2C(=O)N1CCSC(=S)N1CCOCC1	-10%	18%	7%	13%	-9	0	1.1	-1%	i	-4.5%
COc1ccc(NC(=O)Nc2ccccc2F)c([N+](=O)[O-])c1	-3%	2%	-6%	1%	6	-7	1.2	1%	i	-1.6%

Bioassay records deposited in PubChem by several laboratories.
